# SRC3 TRFRET art = flags TR-FRET format artefacts in PPARgamma SRC-3 recruitment agonist screen; TR-FRET artefact counter-screen, PPARgamma/SRC-3 format; active compounds read high; TR-FRET ratio at 8 µM; 0.39% of 99,000 active; in the data active = TR-FRET ratio above about 2000; note: inactives centre near 1600; reference of the scale not given here
# SRC1 TRFRET art = TR-FRET artefact, counter-screen to PPARgamma/SRC-1 agonist assay. TR-FRET detection artefact counter-screen, emission ratio; active compounds read high. TR-FRET ratio at 8 µM. 0.34% of 99,000 active; in the data active = TR-FRET ratio above about 2300; note: inactives centre near 1800; reference of the scale not given here
# * hit, by the source's call.
SMILES,SRC3 TRFRET art,SRC1 TRFRET art
C=C(C)CSc1nnc2n(C)c(=O)c3c4c(sc3n12)CCC4,1592,1698
CCOc1cc(/C=N/NC(=O)CSc2nncn2C)ccc1OCc1cccc(C)c1,1717,1814
CCOc1ccc(-c2csc(NC(=O)CSC3=NC(=O)CN3C(C)=O)n2)c2ccccc12,1712,1863
COC(=O)C/C=C/[C@@H](C)[C@@H](/C=N/OC[C@@H](C)[C@H](OCc1ccccc1)C(C)C)NS(=O)(=O)c1ccc(C)cc1,1440,1810
COc1cc(/C=C2\SC(=O)N(CC(=O)Nc3cccc(C)c3)C2=O)cc([N+](=O)[O-])c1O,1720,1975
COc1ccc(N2CCN(C(=O)CSc3ccc(C)cc3)CC2)cc1,1521,1803
CC(=O)OCCOc1nc(NC(C)C)nc(NC(C)C)n1,1787,1880
OCCOCCOc1ccccc1OCCOCCO,1684,1709
COC(=O)c1ccccc1NC(=O)CN(C)Cc1ccccc1,1656,1755
N#Cc1ccccc1Cn1cc(/C=N/Nc2ccc([N+](=O)[O-])cn2)c2ccccc21,1585,1844
CCOC(=O)c1ccc(-c2ccc(C3Nc4ccccc4C(=O)N3O)o2)cc1 (stereo unspecified),1693,1687
COc1ccc(S(=O)(=O)N(CC(=O)NC2CC2)c2ccc(C)cc2)cc1,1695,2041
Nc1ccc(C(=O)N/N=C/c2sc(N3CCOCC3)nc2-c2ccccc2)cc1,1709,1706
COc1ccc(OC)c(N/C=C/C(=C(C#N)C#N)N(C)C)c1,1321,1792
CCCc1sc(N)nc1-c1ccc(C)cc1,1592,1668
COc1ccc(OC)c(S(=O)(=O)NCc2cn3ccsc3n2)c1,1557,1686
O=C(/C=C/c1cccc(F)c1)Nc1nccs1,1494,1575
NC(=O)C[N+]1(CC#CC(O)(c2ccccc2)c2ccccc2)CCCC1,1627,1993
COc1ccc(N2CCN(C(CNC(=O)C(=O)NCc3cccnc3)c3ccco3)CC2)cc1 (stereo unspecified),1401,1744
COc1ccc2nc(NC(=S)NC(=O)c3ccco3)sc2c1,1874,1826
CSc1nnc2c3ccccc3n(CCc3ccccc3)c2n1,1478,2024
C[C@H]1C[C@H]2[C@@H]3CCC4=CC(=O)C=C[C@]4(C)[C@@]3(Cl)[C@@H](O)C[C@]2(C)[C@@]1(O)C(=O)CO,1656,1996
CN(C(=O)C1CCN(S(=O)(=O)c2cccs2)CC1)c1ccccc1,1694,1781
Fc1ccc(N2CCN(Cc3cnc(Cl)s3)CC2)cc1,1415,1834
CCn1nnc(NC(=O)c2ccc([N+](=O)[O-])o2)n1,1725,1804
COC(=O)N1CC(C)N(C(=O)OC)CC1C (stereo unspecified),1535,1767
CCOC(=O)/C(=N\Nc1ccc(C(C)=O)cc1)c1csc(Nc2ccccc2)n1,1441,1922
CCCCC(=O)N1CCCC(c2nc(-c3cccc(OC)c3)no2)C1 (stereo unspecified),1560,1566
COc1ccc(-n2cc(CN(C)CCO)c(-c3cccc(F)c3)n2)cc1,1547,1850
COc1cc(NC(=O)Nc2ccc(C)cc2)cc([N+](=O)[O-])c1,1626,1561
N=C1C(=O)OCC1c1ccccc1NC(=O)c1ccccc1 (stereo unspecified),1497,1947
O=C/C(=C\Nc1ccc(S(=O)(=O)CCO)cc1)c1nc2cc(Cl)ccc2o1,1417,1552
CN(C)/C=N/c1nc2nccc(-c3cccnc3)n2n1,1418,1891
OCCN(CCO)c1ccc(C(c2ccc(Cl)cc2)c2ccc(N(CCO)CCO)cc2Cl)c(Cl)c1,1729,1816
CCC(CO)Nc1ncc([N+](=O)[O-])cc1C#N (stereo unspecified),1424,1959
COc1ccc(-n2c(CCc3ccccc3)n[nH]c2=S)cc1,1545,1907
COc1ccccc1C(=O)C1CCCN(Cc2ccc(Oc3ncccn3)cc2)C1 (stereo unspecified),1580,1795
CC(/C=N/Nc1nncc(=O)[nH]1)=C\c1ccccc1,1521,1661
CC(Oc1ccccc1)C(=O)Nc1nnc(C2CCCCC2)s1 (stereo unspecified),1542,1696
Nc1nc(N)c2nc(-c3ccccc3)c(N)nc2n1,1566,1662
O=C(Nc1ccc(F)cc1)c1nc[nH]c1C(=O)Nc1ccc([N+](=O)[O-])cc1,1549,1617
Cn1c(C(=O)NCc2cccs2)cc2oc3ccccc3c21,1408,1869
CC1(C)CC(=O)C(N=Nc2ccc(S(=O)(=O)N3CCCCCC3)cc2)=C(O)C1,1522,1549
O=C(c1cccnc1)C1CCCN(Cc2nc(Cc3ccccc3F)no2)C1 (stereo unspecified),1798,1721
CC1=NN(Cc2ccccc2)C(=O)C1C(c1ccc(Cl)cc1)C(C#N)C#N (stereo unspecified),1486,1700
CC(C)c1ccc(NC(=O)C2C3C=CC4(CN(Cc5cccnc5)C(=O)C24)O3)cc1 (stereo unspecified),1771,1800
COCCN(Cc1cc2cc3c(cc2nc1Cl)OCO3)C(C)=O,1522,1819
CCCOc1c(Br)cc(C2C3=C(CCCC3=O)N(CC)C3=C2C(=O)CCC3)cc1OC,1620,1952
COc1ccc(CC2(CO)CCN(Cc3ccc4c(c3)CCO4)CC2)cc1,1707,1761
O=C(c1c(F)cccc1F)N1CCN(c2cccc(C(F)(F)F)c2)CC1,1410,2147
Nc1nc(-c2ccccc2)c(N=Nc2cccc3ccccc23)s1,1528,1949
COc1ccc(NC(=O)COC(=O)CCCOc2ccc(Cl)cc2Cl)cc1Cl,1679,1822
COc1cccc(NC(=S)NCCN2CCOCC2)c1,1499,1806
CCCN(CCC)S(=O)(=O)c1ccc(C(=O)Nc2cc3oc4ccccc4c3cc2OC)cc1,1605,1759
Cc1cc(Cl)ccc1OCCn1cncn1,1745,1969
COc1cc(/C=N/OCC(=O)NC2CCS(=O)(=O)C2)ccc1OC(F)F (stereo unspecified),1626,2131
Cn1cc(CCC(=O)N2CCCC(CCC(=O)NCc3ccc(F)c(F)c3)C2)cn1 (stereo unspecified),1311,1734
Cc1ccc(CNC(=O)CS(=O)(=O)c2ccccc2)cc1,1539,1900
COC1CCN(Cc2cn(Cc3ccccc3)nc2-c2cc3ccccc3o2)CC1,1555,1867
Cc1c(CCOC(=O)c2cc([N+](=O)[O-])cc([N+](=O)[O-])c2)sc[n+]1CC(=O)c1ccccc1,1582,1927
# Following part.
SMILES,SRC3 TRFRET art,SRC1 TRFRET art
Cn1ncc(Cl)c1C(=O)NCc1ccc(Cl)cc1,1476,1796
CCCn1c(-c2ccccc2)cc(SC)c(C#N)c1=O,1414,1608
Cc1nonc1OCCNc1ccc([N+](=O)[O-])cc1,1681,1826
COc1ccc(NC(=S)Nc2cccnc2)c(OC)c1,1425,1807
COc1cc(Cl)c(C)cc1NC(=O)COC(=O)c1cc(SC)ccc1Cl,1557,1619
Cc1cc(C(=O)N/N=C(\CCC(=O)O)c2cccs2)c2ccccc2n1,1481,1705
O=C(Cn1c(/C=C/c2ccccc2)nc2ccccc21)Nc1ccc(F)cc1,1622,1835
Cc1ccc(S(=O)(=O)NCc2ccco2)cc1C(N)=O,1475,1729
CS(=O)(=O)Nc1ccc(C(=O)Nc2cccc([N+](=O)[O-])c2)cc1,1697,2014
COc1ccc(-c2cc(C(F)(F)F)n3ncc(C(=O)N4CCCCC4c4cccnc4)c3n2)cc1 (stereo unspecified),1408,1581
OCC1(Cc2cccc(Cl)c2)CCCN(Cc2sc(N3CCCC3)nc2Cl)C1 (stereo unspecified),1597,1771
CN(CCO)c1cc(N(C)CCO)c([N+](=O)[O-])cc1[N+](=O)[O-],1690,1689
O=c1[nH]ncc(N/N=C\c2ccncc2)c1Cl,1556,2172
O=C(NCc1ccccc1Cl)C1CC(=O)N(Cc2ccccc2)C1 (stereo unspecified),1667,1948
c1ccc(CCC2CCCCN2Cc2cn[nH]c2-c2cc3ccccc3o2)nc1 (stereo unspecified),1604,1668
CNC(=O)CN1C(=O)CSc2nc(C)cc(C)c21,1513,1733
CC(C)C(=O)Nc1nc2ccc(S(C)(=O)=O)cc2s1,1562,2011
COC(=O)C1=C(C)N(c2ccc(Br)cc2)C(=O)/C1=C\c1ccco1,1637,2251
Cn1c(=S)ccc2ccccc21,1704,2107
Cc1cccc(NC(=S)NC23CN4CN(CN(C4)C2)C3)c1C,1599,2060

# Two entries from above, with each value named:
C=C(C)CSc1nnc2n(C)c(=O)c3c4c(sc3n12)CCC4
  SRC3 TRFRET art = 1592
  SRC1 TRFRET art = 1698

CCCCC(=O)N1CCCC(c2nc(-c3cccc(OC)c3)no2)C1 (stereo unspecified)
  SRC3 TRFRET art = 1560
  SRC1 TRFRET art = 1566

# Remaining list, next part:
SMILES,SRC3 TRFRET art,SRC1 TRFRET art
Cc1cc2nc(C(F)(F)F)cc(-c3cccs3)n2n1,1569,1976
CCOc1ccc2nc(NC(=O)c3cc([N+](=O)[O-])ccc3N3CCOCC3)sc2c1,1713,1876
CCOc1ccccc1NC(=S)N1CCN(c2nc(-c3ccc(F)cc3)cs2)CC1,2234*,2465*
Cc1ccc(SCC(=O)NCc2ccncc2)cc1,1478,1729
CNC(=S)N=Nc1c(O)[nH]c2ccc(C(C)C)cc12,1640,1901
O=[N+]([O-])c1cc(C(F)(F)F)ccc1N1CCC(O)CC1,1570,2114
CCCCCCCCCCCC(=O)NC(C(=O)O)C(O)c1ccccc1 (stereo unspecified),1399,1665
CCCCNc1nc2c(S(=O)(=O)c3ccccc3)nnn2c2ccccc12,1682,1828
CCCCOc1ccc(C(C)NC(=O)CCS(=O)(=O)Cc2ccc(C)cc2)cc1 (stereo unspecified),1535,1681
CC(=O)Oc1ccc(Nc2ccccc2)cc1,1719,1885
Cc1ccc(Cl)cc1N1CCN(C(=O)Cc2ccc(-n3c(=O)[nH]c4ccsc4c3=O)cc2)CC1,1809,1885
CCOC(=O)/C(=C/c1ccc(OC(=O)c2ccncc2)cc1)C(C)=O,1379,1889
Cc1[nH]c(=O)c(C#N)c2c1COC(C)(C)C2,1432,1722
CC(C)C(=O)Nc1ccc(C(=O)Nc2ccc(Br)cc2F)cc1,1701,1648
CCCCNC(=O)CCSc1ccc(C)cc1,1556,1679
COc1cc(SC)ccc1C(=O)NC1CCCCC1,1810,1846
Oc1cccc(C(=S)N2CCCCC2)c1,1322,1661
COc1ccc(/C=N/NC(=O)CCn2cnc(-c3ccccc3)c2-c2ccccc2)cc1OC,1693,1712
COc1cc(Br)cc(CNc2ccc(F)c([N+](=O)[O-])c2)c1O,1723,1917
Cc1ccc(C(=O)N2CC(=O)Nc3ccc(F)cc3C2c2ccc(F)cc2)cc1[N+](=O)[O-] (stereo unspecified),1593,1863

# 15 neighbouring entries already listed:
SMILES,SRC3 TRFRET art,SRC1 TRFRET art
O=[N+]([O-])c1cc(C(F)(F)F)ccc1N1CCC(O)CC1,1570,2114
CCCCCCCCCCCC(=O)NC(C(=O)O)C(O)c1ccccc1 (stereo unspecified),1399,1665
CCCCNc1nc2c(S(=O)(=O)c3ccccc3)nnn2c2ccccc12,1682,1828
CCCCOc1ccc(C(C)NC(=O)CCS(=O)(=O)Cc2ccc(C)cc2)cc1 (stereo unspecified),1535,1681
CC(=O)Oc1ccc(Nc2ccccc2)cc1,1719,1885
Cc1ccc(Cl)cc1N1CCN(C(=O)Cc2ccc(-n3c(=O)[nH]c4ccsc4c3=O)cc2)CC1,1809,1885
CCOC(=O)/C(=C/c1ccc(OC(=O)c2ccncc2)cc1)C(C)=O,1379,1889
Cc1[nH]c(=O)c(C#N)c2c1COC(C)(C)C2,1432,1722
CC(C)C(=O)Nc1ccc(C(=O)Nc2ccc(Br)cc2F)cc1,1701,1648
CCCCNC(=O)CCSc1ccc(C)cc1,1556,1679
COc1cc(SC)ccc1C(=O)NC1CCCCC1,1810,1846
Oc1cccc(C(=S)N2CCCCC2)c1,1322,1661
COc1ccc(/C=N/NC(=O)CCn2cnc(-c3ccccc3)c2-c2ccccc2)cc1OC,1693,1712
COc1cc(Br)cc(CNc2ccc(F)c([N+](=O)[O-])c2)c1O,1723,1917
Cc1ccc(C(=O)N2CC(=O)Nc3ccc(F)cc3C2c2ccc(F)cc2)cc1[N+](=O)[O-] (stereo unspecified),1593,1863

# Remaining list, next part:
SMILES,SRC3 TRFRET art,SRC1 TRFRET art
O=C(CCC1N=C2c3ccccc3N=C(SCC(=O)NCc3ccco3)N2C1=O)NCc1ccco1 (stereo unspecified),1708,1918
CCOc1ccc(/C=N/OCC(=O)NCc2ccco2)cc1,1644,1928
CCOC(=O)Cc1csc(NS(=O)(=O)c2ccc(Cl)cc2)n1,1807,1716
Cc1cc(C)nc(SCC(=O)Nc2ncc(C(F)(F)F)cc2Cl)n1,1705,1752
Cc1ccnc(NC(c2cccnc2)c2ccc3cccnc3c2O)c1 (stereo unspecified),1795,1894
CCC(C)NC(=O)CSc1nc2ccc(N3CCOCC3)cc2c(=O)n1CCc1ccccc1 (stereo unspecified),1287,1627
COc1ccc(CNC(=O)Nc2cccc(C(F)(F)F)c2)cc1OC,1434,1756
COc1ccc(C(=O)N2CCC(n3nnc4cc(F)ccc43)CC2)cc1OC,1498,1791
O=C1NC(=S)/C(=C\c2ccc(-c3ccccc3Cl)o2)S1,1632,1790
CNC(=O)/C(C#N)=C/c1c(N(Cc2ccccc2)Cc2ccccc2)nc2c(C)cccn2c1=O,1689,1794
CCc1ccccc1NC(=O)c1cccc(Oc2ccc([N+](=O)[O-])cc2Cl)c1,1742,1899
CCCn1c(SCC(=O)N2CCc3ccccc32)nnc1-c1ccncc1,1790,1672
Cc1ccc(-c2csc3nc4c5ccccc5c(NCCCN5CCOCC5)nn4c(=O)c23)cc1,1565,1710
CCc1nnc(NC(=O)c2sc3nc(C)cc(COC)c3c2N)s1,1255,1695
O=C(O)CCC(=O)Nc1ccc(Sc2ccc([N+](=O)[O-])cc2)cc1,1498,1695
COc1ccc(-c2cc(-c3ccccc3)c(C#N)c(SCC(=O)Nc3ncc(C)s3)n2)cc1,2402*,2146
Cc1cc(N/N=C/c2ccc(O)cc2O)nc(-n2nc(C)cc2C)n1,1656,1873
O=C(Nc1ccc(C(=O)N2CCCC2)cc1)c1ccccc1[N+](=O)[O-],1495,1655
O=C(NCC1CCCO1)/C(=C\c1ccccc1)NC(=O)c1ccccc1 (stereo unspecified),1533,1639
COc1cc(OC)cc(C(=O)Nc2nnc(NC(=S)Nc3ccccc3)s2)c1,1673,2112

# Not a hit list (roughly 0.65% active in at least one column).
